SIRT5 block: sirtuin-5 (human) deacylase inhibition | Purified SirT5, succinyl-peptide AMC, trypsin-coupled fluorescence | inhibition, % at 15 µM | hit rate 1.1% among 330,000; in the data active = inhibition above about 15%; inconclusive = no clear call, values can overlap the other calls
Target sequence (Q9NXA8 whole entry, looked up): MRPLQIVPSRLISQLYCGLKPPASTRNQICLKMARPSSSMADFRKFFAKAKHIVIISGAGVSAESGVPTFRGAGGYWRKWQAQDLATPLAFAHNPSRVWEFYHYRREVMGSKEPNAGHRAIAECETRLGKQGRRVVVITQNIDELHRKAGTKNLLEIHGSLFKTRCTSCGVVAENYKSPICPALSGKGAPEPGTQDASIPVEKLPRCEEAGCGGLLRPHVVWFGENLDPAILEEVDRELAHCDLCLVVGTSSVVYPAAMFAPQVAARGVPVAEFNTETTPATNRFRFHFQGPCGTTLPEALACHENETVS
S100A4 inh HTS: blocks human S100A4 binding to myosin IIA peptide; AID 652163; inhibition, % at 10.7 µM; hit rate 0.14% among 360,000; P26447; S100A4/TAMRA-MyoIIA peptide fluorescence polarization;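 active = mean inhibition of at least 70% across replicates, with every replicate also reaching that level; inconclusive = mean inhibition reaches 70% but some replicates fall short; inactive = mean inhibition below 70%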
Target sequence (P26447 whole entry, looked up): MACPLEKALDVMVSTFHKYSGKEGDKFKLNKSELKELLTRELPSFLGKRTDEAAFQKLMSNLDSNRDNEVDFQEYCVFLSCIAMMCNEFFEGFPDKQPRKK
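incubation = readout 5 min after mixing, signal stable up to 60 min | system = S100A4 monomer protein | buffer or medium = HEPES pH 7.2 with CaCl2, KCl, NaCl, DTT, Triton | benchmarks = neutral control DMSO, positive control TFP | also added = fluorescent myosin IIA peptide, 5 nM | compound dosing = one concentration per compound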
ERp5 inh: blocks human ERp5 reductase activity on insulin; hit rate 0.05% among 350,000; inhibition, % at 9.99 µM; ERp5 insulin aggregation, absorbance 650 nm, 90 min;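 active = mean replicate inhibition above about 25%, with every replicate also reaching it, limit read from the data, passing the limit was not always enough; inconclusive = only one of those two criteria met; inactive = neither criterion met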
C2C12 statin: protects C2C12 myotubes from simvastatin toxicity; rescue of ATP level, % at 7.49 µM; hit rate 0.78% among 330,000; ATP luminescence, 48 h; scaled: DMSO 0, geranylgeraniol control 100;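 active = mean ATP rescue above about 67%, or every replicate alone reaching that limit, limit read from the data, passing the limit was not always enough; inconclusive = no clear call, values can overlap the other calls; inactive = mean under the limit and some replicate under it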;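 note: myotubes were challenged with 10 µM simvastatin during compound exposure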
PglD inh: inhibitors of Campylobacter jejuni PglD acetyltransferase; purified PglD enzyme, DTNB colorimetric CoA detection; inhibition, % at 12.5 µM; hit rate 0.098% among 360,000; in the data active = inhibition above about 16%, passing the limit was not always enough; inconclusive = no clear call, values can overlap the other calls; note: strong numbers were not always called active
E-selectin induc: E-selectin induction on HUVECs; P16581; HUVEC E-selectin immunofluorescence imaging; normalized: neutral wells 0, TNF-alpha wells 100; activation, % at 7.58 µM; hit rate 0.37% among 260,000; AID 686992;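 active = mean E-selectin-positive cell signal at least 10% of the positive control, reached in at least 60% of replicates, without over 20% cell loss; inconclusive = no rule given, readout overlaps actives, possibly toxicity-flagged; inactive = the rest, including those meeting only one limit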;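 note: in these data hits start at about 27%; measured in HUVEC primary endothelial cells; signal is the percent of cells scored E-selectin positive by PE staining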
Target sequence (P16581 whole entry, looked up): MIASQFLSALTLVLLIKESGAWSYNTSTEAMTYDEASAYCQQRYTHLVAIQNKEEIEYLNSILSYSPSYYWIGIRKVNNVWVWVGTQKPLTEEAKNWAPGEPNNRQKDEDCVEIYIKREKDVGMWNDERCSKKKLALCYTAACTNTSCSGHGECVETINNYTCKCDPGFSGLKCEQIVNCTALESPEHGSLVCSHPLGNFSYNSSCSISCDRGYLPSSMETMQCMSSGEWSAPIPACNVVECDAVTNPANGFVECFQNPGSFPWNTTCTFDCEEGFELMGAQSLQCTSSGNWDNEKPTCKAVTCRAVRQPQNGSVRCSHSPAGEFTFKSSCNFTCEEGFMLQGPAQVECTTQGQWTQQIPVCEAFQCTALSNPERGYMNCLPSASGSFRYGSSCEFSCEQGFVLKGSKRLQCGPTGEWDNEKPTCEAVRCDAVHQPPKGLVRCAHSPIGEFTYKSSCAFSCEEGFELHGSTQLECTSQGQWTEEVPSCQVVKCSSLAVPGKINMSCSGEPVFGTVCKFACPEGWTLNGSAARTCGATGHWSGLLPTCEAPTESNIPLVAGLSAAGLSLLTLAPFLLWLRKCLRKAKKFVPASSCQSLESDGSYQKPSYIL
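Assay system: HUVEC, human umbilical vein endothelial cells / Amount: 3,000 HUVEC/well / Controls: TNF-alpha positive control, DMSO neutral control / Compound dosing: single concentration / Medium: EGM-2 over gelatin coat / Evaluation: percent E-selectin-positive cells / Signal: immunofluorescence imaging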
DENV2 CPE rescue: inhibitors of DENV2 cytopathic effect. DENV2-infected cells, cytopathic effect rescue, plate reader. CPE inhibition, % at 9.99 µM. hit rate 1.7% among 350,000; in the data active = CPE inhibition above about 20%, passing the limit was not always enough; inconclusive = no clear call, values can overlap the other calls; tested in BHK-21 cells;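 note: 0% = median of neutral control wells and 100% = median of positive control wells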
* marks the source's active call; other numbers are inactive results; ? = inconclusive; . = no result given; & = joins results of further samples. These rows are one share of the data; the hit share may differ from the screen's.

SMILES | SIRT5 block | S100A4 inh HTS | ERp5 inh | C2C12 statin | PglD inh | E-selectin induc | DENV2 CPE rescue
CCCc1c(C(=O)N/N=C/C=C/c2ccccc2)nnn1-c1nonc1N | . | -3 | 2 | -30 | -9 | 0.7 | -1
CCn1c(SCC(=O)Nc2ccc(N(C)C)cc2)nnc1C1CC1 | . | -9 | -3 | 2 | -3 | 0.0 | 11
COC(=O)c1c(C)[nH]c(C)c1C(C)=O | -1 | -3 | 3 | . | -5 | 0.0 | -5
CCC(=O)N1c2ccc(S(=O)(=O)NCCc3ccccc3)cc2CC1C (stereo not given) | -1 | 17 | -5 | 11 | -3 | . | 1
O=C(NC1CCCC1)C1CCN(C(=O)c2ccc(Cl)cc2)CC1 | -7 | 4 | -1 | 7 | -1 | . | 2
CC(OC(=O)CCc1nc2ccccc2c(=O)[nH]1)C(=O)Nc1cccc(C(F)(F)F)c1 (stereo not given) | -2 | 68 | 2 | -5 | 2 | -0.3 | 6
CCOc1ccc(OCCOC(=O)CNC(=O)c2ccc(Cl)cc2Cl)cc1 | -5 | 8 | 3 | -36 | -2 | . | 8
CC(C)CC#Cc1ccc2c(c1)O[C@H](CN(C)C(=O)c1cccnc1)[C@H](C)CN([C@@H](C)CO)S2(=O)=O | -3 | 23 | -2 | -20 | 2 | 0.0 | -4
C[C@@H]1CN([C@H](C)CO)C(=O)c2cc(NS(=O)(=O)c3cn(C)cn3)ccc2O[C@@H]1CN(C)Cc1ccc(Oc2ccccc2)cc1 | -3 | 2 | 4 | -4 | 5 | 0.6 | ?
O=C(Nc1ccc(F)cc1)C(CCc1ccccc1)N1CCN(Cc2c(F)cccc2Cl)CC1 (stereo not given) | -2 | -4 | 1 | . | . | -0.2 | 0
C=CCN(Cc1ccc(Cl)s1)C(=O)c1cc(S(=O)(=O)N2CCOCC2)ccc1F | -4 | 5 | -15 | 0 | 5 | . | 2
O=C(CSc1ccc(-c2ccc(Cl)cc2)nn1)NC1CCCC1 | -4 | -1 | 14 | . | -4 | 0.0 | -4
O=C(COc1ccccc1Br)N1CCN(C(=O)c2ccco2)CC1 | 3 | 2 | 1 | 4 | -1 | -0.3 | -5
COc1ccc(NC(=O)Cc2ccc(Cl)cc2)cc1S(=O)(=O)N1CCCCC1 | 0 | 1 | 8 | 1 | 10 | . | -2
COC(=O)c1ccc(NC(=O)c2c(Br)cnn2C)cc1 | 0 | 2 | 0 | -16 | 3 | 0.0 | 5

Some of the entries so far, as a markdown table:
| Structure | SIRT5 block | S100A4 inh HTS | ERp5 inh | C2C12 statin | PglD inh | E-selectin induc | DENV2 CPE rescue |
| --- | --- | --- | --- | --- | --- | --- | --- |
| CCCc1c(C(=O)N/N=C/C=C/c2ccccc2)nnn1-c1nonc1N | . | -3 | 2 | -30 | -9 | 0.7 | -1 |
| CCn1c(SCC(=O)Nc2ccc(N(C)C)cc2)nnc1C1CC1 | . | -9 | -3 | 2 | -3 | 0.0 | 11 |
| COC(=O)c1c(C)[nH]c(C)c1C(C)=O | -1 | -3 | 3 | . | -5 | 0.0 | -5 |

Other records:
SMILES | SIRT5 block | S100A4 inh HTS | ERp5 inh | C2C12 statin | PglD inh | E-selectin induc | DENV2 CPE rescue
O=C(NC(=S)NCCc1ccccc1)c1ccccc1 | -3 | -1 | -2 | -4 | -2 | . | 10
O=C(c1cccc(C(=O)N(c2ccccn2)C2CCCCC2)c1)N(c1ccccn1)C1CCCCC1 | 1 | -2 | -2 | 20 | 12 | . | -6
CCCCC(=O)N(C)c1c(CC)nc2c(OCc3ccc(C#N)cc3)cccn12 | . | -5 | 4 | -4 | 6 | 0.1 | -6
CC1=C(C(=O)N2CCOCC2)CC(CC(=O)NCCCN(C)C)C(=O)N1CCC1=CCCCC1 (stereo not given) | 0 | -3 | -1 | 7 | 3 | -5.3 | -2
COc1cccc(S(=O)(=O)N2C[C@@H](O)COC[C@H]3O[C@H](CC(=O)NCCCN4CCOCC4)CC[C@@H]32)c1 | -1 | 10 | -1 | -4 | 4 | 0.2 | -4
CNC(=O)C[C@@H]1CC[C@H]2[C@@H](COC[C@@H](O)CN2Cc2ccncc2)O1 | -2 | -44 | -6 | 7 | 0 | 0.0 | 7
CC(=O)c1c(C)[nH]c(C(=O)OCc2nc3ccsc3c(=O)[nH]2)c1C | -3 | 1 | 7 | -26 | 1 | 0.3 | -1
CC1CCCC(C)N1CCCNC(=O)c1ccc2nc(N3CCCCC3)sc2c1 (stereo not given) | . | -4 | 3 | -9 | 5 | -0.1 | 0
CCN(CC)c1ccc(/C=N/N2CCN(Cc3ccccc3Cl)CC2)c(O)c1 | 0 | -4 | 2 | . | 2 | . | 7
C[C@H]1CN([C@@H](C)CO)C(=O)c2cccc(NS(=O)(=O)c3ccc(Cl)cc3)c2O[C@@H]1CN(C)C | -1 | 4 | 3 | 6 | 2 | 0.0 | -6
CCOC(=O)C1(C)CCCCN1C(=O)c1ccccc1OC (stereo not given) | -3 | 1 | 2 | -14 | 4 | 1.2 | 20
COc1cccc(/C=C2\C(=O)N(c3cccc(C)c3)C(=O)c3ccccc32)c1 | 0 | 2 | -1 | . | . | 2.0 | 7
Cc1ccc(/C=C2/SC(=S)N(C3CCCCC3)C2=O)o1 | -3 | -4 | -15 | 13 | 0 | 2.2 | 1
C/C(N)=C(/C#N)C(=O)COC(=O)c1cccc(O)c1 | 1 | 0 | 3 | 1 | . | 0.1 | 0
Cc1ccc(CSc2nsc(C)c2C#N)cc1 | -1 | -16 | -3 | 16 | 3 | -0.2 | 1
CC(C)C#Cc1ccc([C@H]2[C@@H](CO)N3C(=O)CN(C(=O)NC4CCCC4)C[C@@H]23)cc1 | -1 | 9 | -1 | . | . | 0.0 | 1
CCNC(=O)[C@H]1[C@H](CO)[C@H]2Cn3c(ccc(-c4ccccc4)c3=O)[C@H]2N1Cc1ccccc1 | 9 | 0 | -7 | 17 | 0 | 0.0 | 1
COc1ccc(CCNC(=O)c2nnn(CC(=O)Nc3ccc(C)cc3C)c2N)cc1OC | -1 | 6 | 5 | 13 | 6 | 0.0 | -1
COc1ccccc1C1OC(c2cccc([N+](=O)[O-])c2)=NN1C(C)=O (stereo not given) | 7 | 19 | 4 | . | . | . | -1
C[C@H]1CN([C@@H](C)CO)C(=O)c2cccc(NS(=O)(=O)c3cn(C)cn3)c2O[C@H]1CN(C)S(=O)(=O)c1ccccc1 | -4 | 10 | 1 | -17 | -1 | 0.0 | 1
NC(=O)CC(NC(=O)Cc1ccc(Cl)cc1)c1ccc(NCc2ccccc2)c([N+](=O)[O-])c1 (stereo not given) | . | 1 | -1 | 14 | 0 | -0.1 | 28*
O=C(Nc1ccc(F)cc1)N[C@@H]1CC[C@H](CCNC(=O)c2cc(Cl)cc(Cl)c2)O[C@@H]1CO | -3 | 19 | 0 | -2 | -1 | 0.1 | -4
CN(C)CCCNC(=O)C(=O)NCC1OCCN1S(=O)(=O)c1cc(F)ccc1F (stereo not given) | -1 | -1 | -6 | . | -4 | 0.1 | ?
CC1CCN(C(=O)COc2cccc3c2CCN(Cc2ccccc2)C3=O)CC1 | -7 | -3 | -1 | -11 | -2 | 1.1 | 0
COc1ccc(CN(C)C[C@@H]2Oc3ccc(NC(=O)CCC(F)(F)F)cc3CC(=O)N([C@@H](C)CO)C[C@H]2C)cc1 | -3 | 7 | 3 | 47 | 3 | 1.9 | 0
Cn1c(=O)[nH]c(=O)c2c1nc(SCCN1CCOCC1)n2CCCc1ccccc1 | 6 | 1 | 3 | -9 | -1 | -0.1 | -4
O=[N+]([O-])c1ccc2[nH]c3c(c2c1)CCCC3O (stereo not given) | 7 | 0 | 1 | 4 | 0 | . | -2
COc1ccc(Cl)cc1N1C(=O)c2cccnc2C1=O | 1 | -2 | 0 | 5 | 0 | 1.5 | 4
CC(C)C(=O)N1CCN(c2ccccc2NC(=O)COc2ccc(C3CCCCC3)cc2)CC1 | 1 | 1 | 4 | -6 | -2 | 0.3 | 0
O=C(c1ccccc1)N1N=C(c2ccccc2)CC1c1cccs1 (stereo not given) | -4 | 8 | 0 | 25 | -2 | 0.2 | -2
O=C(Nc1ccc2c(c1)[C@@H]1C[C@@H](CC(=O)N3CCCCC3)O[C@@H](CO)[C@@H]1O2)NC1CCCC1 | 0 | 15 | 0 | -11 | 1 | -0.1 | 10
CCCN(C)C[C@H]1Oc2ncc(-c3ccccc3OC)cc2C(=O)N([C@H](C)CO)C[C@@H]1C | -1 | 1 | 3 | -15 | 4 | -0.5 | 14
CCCC#Cc1ccc2c(c1)O[C@H](CN(C)C(=O)CN(C)C)[C@@H](C)CN([C@@H](C)CO)S2(=O)=O | -2 | 0 | 1 | 14 | 1 | -1.0 | 1
CO[C@H]1CN(C)C(=O)c2cc(NC(=O)NC(C)C)ccc2OC[C@H](C)N(C)C[C@H]1C | -3 | -3 | 5 | -3 | 4 | 0.0 | 5
O=C(COc1ccccc1[N+](=O)[O-])N1CCC(Cc2ccccc2)CC1 | . | 3 | 2 | . | . | . | 9
CCN(CC)CCNC(=O)c1cc2cc3ccc(OC)cc3nc2o1 | -130 | -3 | 3 | 3 | 0 | -0.1 | 5
COc1cccc(NC(=O)Nc2nccc(C)n2)c1 | -5 | -1 | 0 | . | . | 0.1 | 4
O=C(CCC(=O)N1CCN(c2ccccc2F)CC1)c1ccc(F)cc1 | -3 | -5 | -5 | 8 | -3 | . | 9
COc1ccc(C(CNC(=O)Cc2ccccc2Cl)N2CCCCC2)cc1 (stereo not given) | -3 | -6 | 2 | 1 | -4 | 0.2 | 1
Cc1ccc(F)cc1C(=O)N1CCCC(c2cc(C(=O)Nc3ccccc3)no2)C1 (stereo not given) | 1 | 4 | 0 | 6 | 2 | -0.6 | 2
Cc1cccc(OCc2nnc(SCC(=O)Nc3ncc(C)s3)o2)c1 | . | 3 | 1 | . | . | 4.8 | 11
O=c1cnnc(Nc2ccc(F)cc2)[nH]1 | . | 2 | 1 | 5 | 6 | . | 6
COc1cccc(NC(=O)Nc2cc(C(=O)NC(C)C)ccc2N2CC3CC(C2)c2cccc(=O)n2C3)c1 (stereo not given) | 6 | -7 | -4 | -5 | 3 | -0.3 | -7
O=C(CN1C(=O)CCC1=O)Nc1nc(-c2nc3ccccc3s2)cs1 | 2 | 0 | 1 | . | 2 | -0.3 | -2
OC[C@@H]1[C@H](c2ccc(-c3cccnc3)cc2)[C@@H]2CN(Cc3ccccn3)CCCCN12 | -3 | -3 | 0 | 4 | 58 | 0.1 | -5
COc1cc(C(=O)Nc2ccccc2N2CCCCC2)cc(OC)c1OC | -1 | -3 | 1 | 4 | -9 | -0.1 | 1
O=C(O)CC1Sc2nnc(COc3ccc(Cl)cc3)n2N=C1c1ccccc1 (stereo not given) | 0 | -1 | 0 | 43 | 4 | . | 10
CN(C)S(=O)(=O)c1ccc2c(c1)c(=O)c(C(=O)N1CCN(c3ccccn3)CC1)cn2C | . | 7 | -2 | -2 | -2 | . | -1
C[C@H](CO)N1C[C@H](C)[C@H](CN(C)C(=O)Nc2ccc(C(F)(F)F)cc2)Oc2ncc(/C=C/c3ccccc3)cc2C1=O | 2 | 6 | -1 | -19 | -13 | 0.1 | ?
CCN(CC)Cc1nc2c(c(=O)[nH]1)C1(CCCCC1)Cc1ccccc1-2 | -5 | -1 | 1 | 11 | 3 | . | -5
CC(C)NC(=O)N(C)C[C@H]1Oc2c(NC(=O)C3CC3)cccc2C(=O)N([C@H](C)CO)C[C@@H]1C | -1 | 18 | -7 | -25&-4 | 1&7 | -2.2&-0.1 | -12
COc1ccccc1-c1ccc2c(c1)O[C@H](CN(C)C)[C@@H](C)CN([C@@H](C)CO)S2(=O)=O | -6 | 3 | 0 | -2 | -2 | 0.8 | 7

High-throughput results as filed in PubChem BioAssay.
